yeast bub3: NCI yeast anticancer drug screen, S. cerevisiae bub3 mutant strain | growth inhibition, % at 50 µM | 78,000 tested, 9.9% active | AID 167;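 note: 0% = growth of vehicle-only cultures of the same strain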
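Readout: yeast growth inhibition, expressed relative to vehicle-only wells. The test organism is a mutant strain from a panel with lesions in DNA repair or checkpoint genes.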
yeast mlh1 rad18: NCI yeast anticancer drug screen, S. cerevisiae mlh1 rad18 strain; % growth inhibition at 50 µM; 79,000 tested, 11% active; AID 175;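 note: 0% = growth of vehicle-only cultures of the same strain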
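Vehicle-treated cultures served as the reference for growth inhibition in a yeast strain carrying DNA damage repair alterations exposed to each compound.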
yeast rad50: NCI yeast anticancer drug screen, S. cerevisiae rad50 strain. 79,000 tested, 10% active. % growth inhibition at 50 µM;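 note: 0% = growth of vehicle-only cultures of the same strain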
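Yeast carrying a defined DNA repair defect were exposed to test compounds, and growth was compared with vehicle-treated controls to give percent inhibition.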
yeast sgs1 mgt1: NCI yeast anticancer drug screen, S. cerevisiae sgs1 mgt1 strain; 78,000 tested, 10% active; AID 161; % growth inhibition at 50 µM;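 note: 0% = growth of vehicle-only cultures of the same strain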
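Compounds are added to genetically altered yeast, and growth is compared with cultures given vehicle alone to give percent inhibition.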
cln2 rad14: NCI yeast anticancer drug screen, S. cerevisiae cln2 rad14 strain; % growth inhibition at 50 µM; 78,000 tested, 8.3% active; AID 165;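 note: 0% = growth of vehicle-only cultures of the same strain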
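Relative to vehicle controls, growth inhibition of compound-treated cln2 rad14 yeast was recorded.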
mec2-1: NCI yeast anticancer drug screen, S. cerevisiae mec2-1 strain. % growth inhibition at 50 µM. 79,000 tested, 9% active. AID 157;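 note: 0% = growth of vehicle-only cultures of the same strain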
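Vehicle-treated cultures served as reference for growth inhibition of compound-exposed mec2-1 yeast.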
* hit, by the source's call; nt = not tested or not shown. Cut-off read from the data, not from the text of the source: active = growth inhibition above about 70%; inactive = the rest.

SMILES	yeast bub3	yeast mlh1 rad18	yeast rad50	yeast sgs1 mgt1	cln2 rad14	mec2-1
O=C(O)c1cccc(SS(=O)(=O)c2cccc(C(=O)O)c2)c1	8	-7	-18	-10	9	-13
C/C(=C\N1CCN(c2ccc(Cl)cc2)C(C)C1)C(=O)c1ccccc1 (stereo not given)	25	57	53	80*	28	31
O=[N+]([O-])c1ccc2c(c1)Cc1cc([N+](=O)[O-])ccc1-2	-54	51	-12	-25	-181	-64
Cc1cc2c(c(C(N)=O)c1C)-c1cccc(Cl)c1C2=O	1	-1	13	10	11	12
NC(=O)N/N=C1\CCCc2ccccc21	-51	-13	13	-17	25	-17
CCOc1ccccc1NC(=O)CC1C(=O)Nc2ccccc2S1=O (stereo not given)	9	-3	-7	-6	9	-36
CCN(CC)c1ccc(N=Nc2ccc(-c3nc4cccnc4o3)cc2)cc1	2	-39	-21	-23	-2	-19
CCCCC(c1nc2c(c3c1CCCC3)CCCC2)C(O)(C(F)(F)F)C(F)(F)F (stereo not given)	-2	16	13	10	-4	7
OCC(O)C(O)c1nn(-c2ccccc2)c2nc3cc(Cl)c(Cl)cc3nc12 (stereo not given)	-15	2	-16	-49	18	6
COC(=O)/C=C/CBr	-35	-31	-66	-39	3	-44
O=C(Nc1ccc(Cl)cc1)Nc1nnc(-c2ccc(F)cc2)o1	-25	17	6	8	-70	9
CC(C)=CCC[C@@H](C)[C@H]1CC[C@@]2(C)C3=C(CC[C@]12C)[C@@]1(C)CC[C@H](O)C(C)(C)[C@@H]1CC3	12	-7	13	22	10	-25
Clc1nncc(SCc2ccccc2)c1SCc1ccccc1	22	8	17	8	-9	12
CCOC(=O)/C(C#N)=C/c1cccc(OC)c1	25	12	-2	11	14	19
CNc1ncnc2nc(C)c(C)nc12	-6	19	-14	-7	8	36
CC(=O)OC1Cc2ccccc2C(OC(C)=O)Cc2ccccc21 (stereo not given)	18	0	30	-1	2	7
N#CSCC(=O)c1ccccc1	99*	99*	99*	98*	97*	99*
Cc1nc[nH]c1[N+](=O)[O-]	-1	-13	-7	-10	2	-11
O=c1cc(O)n(C2=NCCN2)[nH]1	-12	-10	-6	0	16	-24
CCCCn1cnnc1NS(=O)(=O)c1cc(C)c(Cl)cc1SCC(=O)O	-14	-6	-20	6	0	-5
CCN(CC)c1c(C(=O)/C=C/c2ccc(OC)cc2)c(-c2ccccc2)nn(C)c1=O	71*	70*	78*	69	77*	73*
CC(Nc1ncc2c(n1)-c1ccccc1OC2)C(=O)O (stereo not given)	-31	16	-2	-11	-8	2
Nc1cc(S(=O)(=O)c2ccc(O)c(N)c2)ccc1O	nt	9	5	nt	nt	-1
Oc1ccccc1C=NCCN(CCN=Cc1ccccc1O)c1ccccc1	9	33	21	26	13	7
Cc1ccc(S(=O)(=O)Oc2ccc3cc(Br)ccc3c2CC2CO2)cc1 (stereo not given)	-8	3	2	-14	-9	-8

Continued:
SMILES	yeast bub3	yeast mlh1 rad18	yeast rad50	yeast sgs1 mgt1	cln2 rad14	mec2-1
COc1ccc(/C(C)=N\NC(N)=S)cc1	5	23	11	18	-69	-2
CNC(=O)C1CCC(=O)N1Cc1c[nH]c2ccccc12 (stereo not given)	9	-5	-5	-2	2	-9
CCC(C#N)(C(=O)OC)/C(C)=C/C(C)C (stereo not given)	-27	-25	8	-3	-7	-13
O=C(/C=C/c1cccc([N+](=O)[O-])c1)CCl	99*	99*	99*	99*	99*	100*
O=c1c2ccccc2c(=O)c2c1c1c(=O)c3ccccc3c(=O)c1c1c(=O)c3ccccc3c(=O)c21	0	22	22	30	30	10
O=C1C(Cl)=CC(=NCl)C=C1Cl	90*	89*	89*	92*	85*	91*
COc1ccc(CCN2C(=O)C(=O)N(c3ccc(Cl)c(Cl)c3)C2=O)cc1OC	-4	13	3	12	14	0
CN(CC#N)C1CCC[C@]1(O)C#C[Si](C)(C)c1ccccc1 (stereo not given in full)	0	-10	-12	6	15	-22
CN(C)C(=O)Nc1c([N+](=O)[O-])cc(C(F)(F)F)cc1[N+](=O)[O-]	-4	42	31	34	-47	26
Cc1ccc(NC(=O)CN2CCCCC2)cc1	-1	-22	-17	-7	4	-8
C1CCC(CCCCOC2CCCCC2)CC1	29	3	5	-13	23	11
O=C(O)Cn1cnc2c(=O)[nH]c(Nc3ccccc3)nc21	16	-17	24	35	5	9
CCCCC(NC(=O)c1ccc2ccccc2n1)C(=O)O (stereo not given)	-9	20	0	2	7	9
O=C1COCC(=O)N1	0	0	7	9	-2	-22
CCN(CC)CCC1CCCCN1CC(=O)N1c2cc(Cl)ccc2NC(=O)CC1C (stereo not given)	1	21	25	15	-6	1
CCO/C(Cc1ccc(Cl)cc1)=N/NC(N)=S	21	-16	40	25	24	2
COc1cccc(OC)c1NC(=O)C(=O)Nn1c(NNC(=O)c2ccncc2)nc2ccccc2c1=O	35	38	29	5	-30	26
Nc1nc(N)c(N=Nc2cc(Cl)c([N+](=O)[O-])cc2Cl)c(=O)[nH]1	-1	-11	13	-11	-7	-4
O=C(O)CNC(=O)C(=O)c1c[nH]c2ccc([N+](=O)[O-])cc12	-2	0	-6	1	-8	-28
Cc1c(/C=N/NC(=O)c2ccccc2O)c(=O)n(-c2ccccc2)n1C	-35	-19	-41	-54	-25	-29
O=c1cc(CO)occ1O	-1	8	5	9	9	2
O=C1OC(=O)C2C3CCC(O3)C12 (stereo not given)	0	-5	14	5	-1	7
COc1ccc(CC2COC(=O)C2Cc2ccc(OC)c(OC)c2)cc1OC (stereo not given)	8	13	6	-18	-12	6
Clc1ccc(COC(CN2CCOCC2)c2ccccc2)c(Cl)c1 (stereo not given)	95*	98*	95*	96*	98*	96*
CC1=C(C)C(=O)C(C(C)(C)CC(=O)n2cc(F)c(=O)[nH]c2=O)=C(C)C1=O	1	87*	94*	97*	42	98*

Part of the list above, showing only yeast bub3:
SMILES | yeast bub3
CNC(=O)C1CCC(=O)N1Cc1c[nH]c2ccccc12 (stereo not given) | 9
CCC(C#N)(C(=O)OC)/C(C)=C/C(C)C (stereo not given) | -27

(cont.)
SMILES	yeast bub3	yeast mlh1 rad18	yeast rad50	yeast sgs1 mgt1	cln2 rad14	mec2-1
CCOC(=O)C(C(=O)OC(c1ccccc1)c1ccccc1)(C(c1ccccc1)c1ccccc1)C(c1ccccc1)c1ccccc1	-1	-11	0	2	-9	18
CCCOS(=O)(=O)O	7	15	-14	2	7	-15
O=C(O)C(O)C(O)C(O)C(O)CO.[Ag] (stereo not given)	99*	99*	99*	99*	99*	99*
NNC(=O)C1C2C=CC(C2)C1C(=O)NN (stereo not given)	4	4	8	-12	-35	-8
NC(=O)C(N)=O	-3	14	12	10	12	-11
COc1ccc(/C(=N\NC(=O)C(N)=O)C(c2ccc(OC)cc2)C2(O)C(=O)Nc3c(Cl)cccc32)cc1 (stereo not given)	0	-23	-9	-50	32	-15
COc1ccc(CC/C(=N/O)c2ccccc2)cc1	98*	97*	97*	94*	97*	97*
CC(=O)OC1CCC2(C)C(CCC3C2CCC2(C)C(C(C)C(=O)O)CCC32)C1 (stereo not given)	-4	4	-11	1	11	2
COc1ccc(CC2C(=O)OC(C)C(NC(=O)c3c4nc5c(C(=O)NC6C(=O)NC(C(C)C)C(=O)N7CCCC7C(=O)N(C)CC(=O)N(C)C(Cc7ccc(OC)cc7)C(=O)OC6C)ccc(C)c5oc-4c(C)c(=O)c3N)C(=O)NC(C(C)C)C(=O)N3CCCC3C(=O)N(C)CC(=O)N2C)cc1 (stereo not given)	-26	-25	-3	-26	8	-4
c1ccc(Cc2c[nH]c3ccccc23)cc1	-2	15	9	9	-10	0
Cn1ncc2c(=O)[nH]c(N)nc21	-3	-6	7	-20	1	31
CCOC(=O)CC(C#N)(C#N)CC(=O)OCC	27	-1	4	6	0	21
C=C1CC(c2ccc(O)c(OC)c2)Oc2c(OC)cccc21 (stereo not given)	39	16	14	-22	-2	12
CC1(C)C/C(=C\c2cccc(Br)c2)C(=O)c2ccccc21	0	23	9	-4	-17	13
O=C1CC(=O)c2ccccc21	68	70*	87*	60	71*	46
Cc1ccc(C(N)=O)cc1N=NN(C)C	-17	-24	-26	-57	2	-39
CC(=O)[CH-]C(=O)c1ccccc1.CC(=O)[CH-]C(=O)c1ccccc1.O=S(=O)([O-])c1cc([O-])c2c([O-])cc(S(=O)(=O)[O-])cc2c1.[Na+].[Zr+4]	38	11	21	26	nt	-8
COc1ccccc1N1C(=O)C2c3[nH]c4ccccc4c3C3CCC(C(C)(C)C)CC3C2C1=O (stereo not given)	-16	6	18	-4	-12	-11
CCCCOC(=O)c1cccc(C)c1	3	-1	-3	-4	-38	4
CC(=O)n1oc2c(Br)cc(Br)cc2c1=O	-1	15	-1	4	-3	3
CC(=O)OCC(C)(COC(C)=O)COC(C)=O	2	-15	-9	-10	19	-25
CC(=O)C(C)CO (stereo not given)	9	14	14	6	9	-21
Nc1ccc(C(=O)Oc2ccc(OC(=O)c3ccccc3)cc2)cc1	0	14	10	19	-7	20
C#[N+]CCOP(=O)(OCC1OC(n2cc(C)c(=O)[nH]c2=O)CC1N=[N+]=[N-])O[C@H]1CC[C@@]2(C)C(=CC[C@H]3[C@@H]4CC[C@H](C(C)/C=C/C(CC)C(C)C)[C@@]4(C)CC[C@@H]32)C1 (stereo not given in full)	8	-19	-32	-23	-7	-14
CCCCCCCCCCCCCCCCCC1=NCCN1	99*	99*	54	42	98*	99*

Other entries follow.
SMILES	yeast bub3	yeast mlh1 rad18	yeast rad50	yeast sgs1 mgt1	cln2 rad14	mec2-1
Nc1ccc([N+](=O)[O-])cc1Nc1c2ccccc2nc2ccccc12	-43	31	82*	40	-7	18
O=C1CCCSc2ccccc21	6	-2	7	-5	10	-5
COc1ccccc1NC1Oc2cc3c(cc2C(c2cc(OC)c(OC)c(OC)c2)C1C)OCO3 (stereo not given)	-3	-5	-16	-1	-1	-26
CC1=NNC(=O)C1	-3	3	5	-8	-15	0
N#Cc1nc(COCc2ccccc2)oc1N	-20	-11	-20	-5	2	-12
O=C(O)CCN(CCCCN(CCC(=O)O)CCC(=O)O)CCC(=O)O	1	-4	5	-11	1	7
CC(C)(O)[C@@H]1CC[C@@]2(C)CCC[C@H](O)[C@H]2C1	-4	9	2	1	-27	1
O=C(O)c1c(Cl)c(Cl)c(Cl)c(Cl)c1Cl	-6	-13	17	21	0	28
COc1ccc(C(=O)C(C)(c2nc3n(c2O)C(=N)N=N3)c2nc3n(c2O)C(=N)N=N3)cc1 (stereo not given)	6	-8	-9	1	-9	4
[N-]=[N+]=C(C(=O)OCC#CCOC(=O)C(=[N+]=[N-])S(=O)(=O)c1ccccc1)S(=O)(=O)c1ccccc1	-9	-17	-9	13	-32	-21
Oc1ccc(Br)cc1C=Nc1ccccc1	26	15	26	41	29	19
NC(=S)Cc1ccccn1	-4	7	-1	9	-19	16
CC1CCC2C(=O)OC(=O)C2C1C (stereo not given)	10	-4	6	0	37	16
CCc1ccccc1N=Nc1c(O)n(C)c(=O)n(C)c1=O	-16	15	-15	-13	-1	-15
COc1ccc(COCCOCc2nc(C#N)c(N)o2)cc1	-32	-2	43	-25	-17	12
Cc1ccccc1-n1c(SCC(=O)NC(=O)Nc2cccc(Cl)c2)nc2c(Br)cc(Br)cc2c1=O	-13	-3	-23	0	-16	-6
Cc1c(-c2ccc(N)cc2)c(=O)oc2cc(O)ccc12	8	9	-9	-2	33	-11
CC(C)(C)C(OC(=O)Nc1ccccc1)C(C)(C)C	5	6	-1	-10	-61	-2
[O-][N+](CCO)(CCO)c1ncnc2nc[nH]c12	-64	18	-2	0	-9	-13
COc1ccc2nc(N/N=C/c3ccccn3)cc(C)c2c1	98*	99*	99*	99*	96*	98*
Nc1nc(N)c(N=Nc2cc(Cl)cc(Cl)c2)c(=O)[nH]1	3	9	24	-12	-1	9

Of the compounds above, these contain a CF3 group.
SMILES	yeast bub3	yeast mlh1 rad18	yeast rad50	yeast sgs1 mgt1	cln2 rad14	mec2-1
CCCCC(c1nc2c(c3c1CCCC3)CCCC2)C(O)(C(F)(F)F)C(F)(F)F (stereo not given)	-2	16	13	10	-4	7
CN(C)C(=O)Nc1c([N+](=O)[O-])cc(C(F)(F)F)cc1[N+](=O)[O-]	-4	42	31	34	-47	26

Given with two lines to a compound: entries from further up.
Under each structure – yeast bub3	yeast mlh1 rad18	yeast rad50	yeast sgs1 mgt1	cln2 rad14	mec2-1
COc1ccc2nc(N/N=C/c3ccccn3)cc(C)c2c1
    98*	99*	99*	99*	96*	98*
COc1ccc(C(=O)C(C)(c2nc3n(c2O)C(=N)N=N3)c2nc3n(c2O)C(=N)N=N3)cc1 (stereo not given)
    6	-8	-9	1	-9	4
COc1ccccc1NC1Oc2cc3c(cc2C(c2cc(OC)c(OC)c(OC)c2)C1C)OCO3 (stereo not given)
    -3	-5	-16	-1	-1	-26
N#Cc1nc(COCc2ccccc2)oc1N
    -20	-11	-20	-5	2	-12

Quoted at random: two compounds from above, in no set order.
SMILES	yeast bub3	yeast mlh1 rad18	yeast rad50	yeast sgs1 mgt1	cln2 rad14	mec2-1
O=C(O)c1c(Cl)c(Cl)c(Cl)c(Cl)c1Cl	-6	-13	17	21	0	28
N#Cc1nc(COCc2ccccc2)oc1N	-20	-11	-20	-5	2	-12
